HT1080 IDH1KD tx – kills HT-1080 cells with IDH1 knockdown; HT-1080 IDH1 knockdown viability, ATP luminescence, 48 h; Potency, µM (doses to about 46.1 µM), without a hit: top-dose activity, negative = toxicity, hits mostly cytotoxic; 2% of 360,000 active; AID 686971;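 also: 0% = DMSO wells and -100% = cell-free medium wells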
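% activity derives from luminescence (CellTiter-Glo), normalised to DMSO and no-cell wells. HT-1080-IDH1KD cells, 750/well, had 48 h compound exposure at 37 °C.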
KB-V1 MDR tox – KB-V1 MDR subline cytotoxicity; KB-V1 MDR cells viability, CellTiter-Glo, 72 h; Potency, µM (series often up to 46.1 µM), without a hit: top-dose activity change, negative = cytotoxicity, actives largely listed as cytotoxic; 3.4% of 400,000 active; AID 1347076; also: % is scaled to controls: 0 for no effect and ±100 for the full control effect; nearly all actives have a fitted effect of over 60% in size
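Readout: CellTiter-Glo luminescence, 10 min after addition. Cells: KB-V1 MDR subline, 72 h at 37 degrees C with compound. Analysis: corrected, normalized data fitted to concentration-effect curves.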
SW480 rerep – DNA re-replication induction in SW480 cells. Potency, µM (top dose mostly 46.1 µM), for the others: at the highest dose re-replication activation, hits mostly activators. SW480 DNA re-replication, Hoechst DNA content imaging, 48 h. 1.8% of 340,000 active. AID 624297; also: % of control where 0% means no effect; nearly all actives have a fitted effect of over 55% in size
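SW480 cells exposed to compounds for 48 hr at 37 C, 5% CO2, then Hoechst-stained 40 min. Nuclear DNA content imaged by fluorescence scanning (405 nm excitation, 500-530 nm emission); re-replication scored as increased high-intensity nuclei.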
HT1080-NT tox – kills 2HG-producing HT-1080-NT fibrosarcoma cells | HT-1080-NT fibrosarcoma viability, CellTiter-Glo ATP luminescence, 48 h | Potency, µM (doses to about 46.1 µM), inactives show top-dose activity, negative = less viability, usual class: cytotoxic | 1.6% of 360,000 active | AID 686970;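 also: NT is the 2HG producing partner of a matched IDH1 knockdown line; 0% = DMSO-treated cells and -100% = media-only wells without cells; nearly all actives have a fitted effect of over 55% in size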
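A 48-hour cytotoxicity screen used HT-1080-NT cells plated 2 hours before compound delivery. ATP-based CellTiter-Glo luminescence measured viability, normalized to DMSO and no-cell controls.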
GLP1R inv ag – GLP-1 receptor (human) inverse agonism | P43220 | HEK293 GLP-1R CRE-luciferase, luminescence, 24 h; GLP-1R form is constitutively active | Potency, µM (doses to about 38.3 µM), inactives show at the highest dose activity change, negative = inhibition, usual class: inhibitors | 1.6% of 410,000 active; also: % is scaled to controls: 0 for no effect and ±100 for the full control effect; nearly all actives have a fitted effect of over 55% in size
Target sequence (P43220 whole entry, looked up): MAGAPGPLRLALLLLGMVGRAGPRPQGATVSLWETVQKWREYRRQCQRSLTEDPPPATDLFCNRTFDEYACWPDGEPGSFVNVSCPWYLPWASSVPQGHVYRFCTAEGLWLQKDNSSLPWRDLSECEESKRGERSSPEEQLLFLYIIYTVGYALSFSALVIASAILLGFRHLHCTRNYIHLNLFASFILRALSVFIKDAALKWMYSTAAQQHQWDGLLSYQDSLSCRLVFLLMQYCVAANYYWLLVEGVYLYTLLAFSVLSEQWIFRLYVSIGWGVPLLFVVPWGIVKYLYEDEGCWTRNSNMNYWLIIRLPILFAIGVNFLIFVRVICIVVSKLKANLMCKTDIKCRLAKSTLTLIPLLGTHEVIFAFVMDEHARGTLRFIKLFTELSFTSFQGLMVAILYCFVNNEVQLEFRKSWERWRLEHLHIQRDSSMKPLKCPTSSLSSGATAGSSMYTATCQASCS
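HEK293 cells stably co-expressing constitutively active GLP-1R and a cAMP-responsive luciferase reporter were seeded in DMEM with 10% Nu serum, given compounds after 12 h, and incubated 24 h at 37 deg C. Luminescence was then read.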
HEK293 tox – cytotoxicity counter-screen for GLP-1 receptor inverse agonists; HEK293 cAMP-luciferase reporter cells, luminescence, 24 h; Potency, µM (top dose mostly 38.3 µM), inactives show at the top dose activity change, negative = inhibition, usual class: inhibitors; 0.13% of 410,000 active;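 also: loss of luciferase light is scored as toxicity; % is scaled to controls: 0 for no effect and ±100 for the full control effect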
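MLSMR compounds, 24 hr on cells at 37 deg C/5% CO2; luminescence after luciferase reagent (12 min RT). Inhibition counted as the undesired cytotoxic outcome.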
GLP-1R agonist – GLP-1 receptor (human) agonism. P43220. HEK293 GLP-1R CRE-luciferase, luminescence, 4-6 h; cells express a hypersensitive GLP-1R form. Potency, µM (titrated, usually from 45.6 µM), for the others: at the top dose activation, hits mostly activators. 0.007% of 380,000 active; also: % of control where 0% means no effect
KB-3-1 tox – kills parental KB-3-1 adenocarcinoma cells; KB-3-1 viability, CellTiter-Glo ATP luminescence, 72 h; Potency, µM (series often up to 46.1 µM), for the others: at the top dose activity change, negative = cytotoxic, hits mostly cytotoxic; 1.4% of 400,000 active; AID 1347075; also: % is scaled to controls: 0 for no effect and ±100 for the full control effect; nearly all actives have a fitted effect of over 60% in size
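Luminescent ATP read-out (CellTiter-Glo) measures survival of drug-naive KB-3-1 cells after 72 h compound exposure at 37 °C. Titration series was screened from lowest to highest concentration, with DMSO vehicle plates as background controls.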
TDP-43 yeast inh – TDP-43 toxicity inhibition in yeast. TDP-43 expressing yeast growth rescue, BacTiter-Glo, 24 h. Potency, µM (top dose mostly 46.1 µM), inactives show top-dose growth rescue (activation), usual class: activators. 1.8% of 410,000 active; also: % of control where 0% means no effect; nearly all actives have a fitted effect of over 50% in size
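Galactose-induced TDP-43 yeast, OD600=0.02, compound pinned; 24 hr, 30 deg C; BacTiter-Glo luminescence for growth. Inhibitors of TDP-43 toxicity read as activators.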
Active calls of the source: *; ? = inconclusive; nt = no result given; & = joins results of further samples; [ ] = another dose, or the depositor's remark. Calls follow the shape of the dose curve; as a rule, active = well fitted curve in the direction sought with a large enough effect; inconclusive = small, poorly fitted or top-dose-only effect, or another doubt; inactive = no such curve, though single readings can be large; an effect the other way counts as inactive or inconclusive. Potency is read from the fitted curve at half-maximal effect.

| Compound | HT1080 IDH1KD tx | KB-V1 MDR tox | SW480 rerep | HT1080-NT tox | GLP1R inv ag | HEK293 tox | GLP-1R agonist | KB-3-1 tox | TDP-43 yeast inh |
| --- | --- | --- | --- | --- | --- | --- | --- | --- | --- |
| COc1ccc(NC(=O)C2=CC(c3ccco3)=NS(=O)(=O)N2C)cc1 | 0.6% | 2.2%&14.2% | -0.1% | -1.1% | 21.5%&0.2% | -10.7%&6.3% | 5.0% | 8.7%&2.8% | 15.5%&11.1% |
| COc1ccc(S(=O)(=O)CC(=O)c2cc3cccc(C)c3oc2=O)cc1 | 0.5% | 0.0% | 1.6% | -5.0% | -29.7% | 2.4% | -4.0% | -2.6% | -22.4% |
| COc1ccccc1CNC(=O)CN1CCC(NC(=O)c2ccccc2F)CC1 | 6.7% | 0.3% | 2.7% | 20.4% | 0.4% | -14.6% | 1.1% | 13.4% | -2.4% |
| COc1ccc(C2=NOC(Cn3nc(-c4ccccc4C)cc3C(=O)O)C2)cc1 (stereo not drawn) | 7.1% | -16.8% | 5.0%[9.22 µM] | 6.3% | 19.3% | 0.0% | -2.0% | -6.3% | 14.9% |
| O=C1CCC([N+](=O)[O-])C(c2ccc(Cl)cc2Cl)N1 (stereo not drawn) | 18.7% | -7.7% | -0.9% | 10.5% | 5.3% | 24.0% | -11.6% | -2.7% | 19.0% |
| O=C(CSc1nc(C(F)(F)F)cc(=O)[nH]1)N1CCCCCC1 | -3.6% | 9.2% | -4.8% | 0.3% | 11.2% | 5.6% | 9.4% | 0.7% | 3.6% |
| Cc1cc(C(=O)CSc2nnc(-c3ccc(F)cc3)o2)c(C)n1CC1COc2ccccc2O1 (stereo not drawn) | ? | 1.3% | 8.0% | -20.0% | ? | ? | -8.6% | -2.5% | 6.7% |
| COc1cc2c(C#CCCCO)c(-c3ccc(C#N)cc3)oc(=O)c2cc1OC | 0.0% | ? | ? | -12.2% | 15.3% | 48.1%[activator] | 4.9% | -0.3% | 14.0% |
| O=C(CN1CCN(S(=O)(=O)c2cccc(Cl)c2)CC1)N1CCCCC1 | 4.9% | -4.2% | 2.1% | -3.0% | 11.0% | -0.4% | -1.6% | -4.1% | -7.1% |
| COc1ccc2nc(NC(=O)CSCc3c(C)noc3C)sc2c1 | 3.0% | ? | -6.7% | 0.2% | 6.2% | 8.2% | 0.1% | 10.8% | ? |
| COc1cc(C(=O)Oc2cccc(/C=N/NC(=O)c3cc(C)[nH]n3)c2)cc(OC)c1OC | -27.6% | -10.9% | 1.0% | -14.1% | 9.5% | -8.7% | 16.0% | 9.0% | -3.6% |
| CSc1cccc(NC(=S)N2CCCN(Cc3ccc(F)cc3)C2)c1 | ? | ? | ? | -14.1% | ? | 0.0% | 13.6% | -1.1% | -7.3% |
| CC(C)C(O)C1CCN(Cc2nc(Cc3ccccc3Cl)no2)CC1 (stereo not drawn) | -2.3% | 5.7% | 11.2% | 0.0% | ? | -21.7% | -0.9% | 1.1% | -16.7% |
| COc1ccc(C)cc1S(=O)(=O)NC(C)c1cnn(-c2ccccn2)c1C (stereo not drawn) | -6.0% | -21.0% | -1.1% | -3.8% | 19.2% | 4.4% | -18.1% | 0.5% | 0.0% |
| CCOC(=O)c1c(NC(C)=O)sc2c1CCC(C=O)=C2Sc1ccccc1 | 7.08µM* | ? | 1.5% | 14.1µM* | ? | -23.7% | -9.3% | -10.7% | -8.3% |
| Cc1cc(NC(=O)COC(=O)c2nccnc2N)n(-c2ccccc2)n1 | -1.5% | 6.2% | -65.7%[inhibitor] | 2.8% | -4.4% | 2.8% | 5.5% | -9.9% | -20.6% |
| CCc1nn(CCCC(=O)NCc2ccccc2C)c(=O)c2cc3occc3n12 | 6.0% | -8.5% | 0.1% | 12.4% | 197.3%[activator] | 11.4% | -0.5% | 8.3% | 9.1% |
| O=C(O)c1ccc(Cn2cnc3c(=O)[nH]cnc32)cc1 | 9.8% | 1.2% | 0.9% | 11.7% | 8.7% | -14.1% | 2.9% | 6.3% | -1.4% |
| O=C1CCC(C(=O)N2CCCCO2)CN1Cc1cccc(C(F)(F)F)c1 (stereo not drawn) | 18.8% | ? | -3.8% | 1.4% | 0.0% | -3.1% | 10.9% | 4.0% | -7.2% |
| CCOc1ccc(NS(=O)(=O)c2ccc3[nH]cc(C(=O)NCc4ccccc4)c(=O)c3c2)cc1 | nt | 15.4% | nt | nt | 6.7% | 3.7% | nt | -1.6% | ? |
| COc1ccc(-c2sc3ccc(-c4ccc5c(c4)OCO5)cc3c2-c2ccc(OC)nc2)cc1 | -13.0% | 17.1% | -10.8% | -0.9% | -13.5% | 2.2% | 5.1% | -14.0% | 17.8% |
| C=C1c2nc3ccccc3n2C=C(c2ccc(C)cc2)N1c1ccccc1 | 18.4µM* | ? | ? | 20.6µM* | ? | -26.9% | -1.0% | 16.4µM* | 14.1µM* |
| Cc1cc(Cl)ccc1NC(=O)CN1C(=O)CSc2ccc(S(=O)(=O)N3CCOCC3)cc21 | -8.2% | ? | -6.0% | -9.3% | 11.2µM* | -20.9% | 4.9% | -46.7% | -5.4% |
| CCS(=O)(=O)N1CCN(CC(=O)NC2CCCCC2)CC1 | 12.4% | 9.1% | -4.3% | 20.6% | 8.0% | 1.6% | -7.2% | 14.1% | -7.7% |
| COc1cc(/C=C2/SC(=S)N(Cc3ccccc3)C2=O)cc(Cl)c1O | 0.6% | 2.3% | -13.1% | -9.8% | -20.1% | 12.9% | -1.5% | ? | 1.4% |
| COC(=O)c1[nH]c2ccccc2c1NC(=O)CN1CCN(C/C=C/c2ccccc2)CC1 | ? | ? | 15.8% | ? | ? | ? | 6.7% | -11.0% | 2.8% |
| CCN(CC)c1ccc2cc(-c3nnc(-c4ccccc4)o3)c(=O)oc2c1 | 6.9% | ? | ? | 16.3% | 13.4% | 191.7%[activator] | 9.9% | ? | -7.2% |
| CC(C)CC(C(=O)NCC1CCN(Cc2ccc(F)cc2)CC1)N1Cc2ccccc2C1=O (stereo not drawn) | nt | -12.6% | nt | nt | -4.6% | 2.8% | nt | -6.9% | 5.6% |
| COCCn1c(-c2ccc(-c3ccc([N+](=O)[O-])cc3Br)o2)nc2c1c(=O)[nH]c(=O)n2CC(C)C | -16.3% | 7.31µM* | 25.5% | ? | -24.5% | 14.1% | -2.5% | -9.0% | -11.3% |
| CCCCn1c(CN2CCN(C(=O)OCC)CC2)nc2c1c(=O)[nH]c(=O)n2C | 5.6% | 1.4% | -7.5% | 1.9% | 0.0% | -44.6% | 6.5% | 5.4% | -13.0% |

Part of the list above in another layout:
Values run as follows: HT1080 IDH1KD tx, KB-V1 MDR tox, SW480 rerep, HT1080-NT tox, GLP1R inv ag, HEK293 tox, GLP-1R agonist, KB-3-1 tox, TDP-43 yeast inh
> COc1ccc(S(=O)(=O)CC(=O)c2cc3cccc(C)c3oc2=O)cc1
  0.5%, 0.0%, 1.6%, -5.0%, -29.7%, 2.4%, -4.0%, -2.6%, -22.4%
> COc1ccccc1CNC(=O)CN1CCC(NC(=O)c2ccccc2F)CC1
  6.7%, 0.3%, 2.7%, 20.4%, 0.4%, -14.6%, 1.1%, 13.4%, -2.4%

The results go on.
| Compound | HT1080 IDH1KD tx | KB-V1 MDR tox | SW480 rerep | HT1080-NT tox | GLP1R inv ag | HEK293 tox | GLP-1R agonist | KB-3-1 tox | TDP-43 yeast inh |
| --- | --- | --- | --- | --- | --- | --- | --- | --- | --- |
| O=C(Cn1cc(C(=O)c2ccco2)c2ccccc21)Nc1ccccc1C(F)(F)F | nt | 0.0% | nt | nt | -17.6% | -6.7% | nt | 14.9% | -1.5% |
| O=C(N/N=C/c1coc2ccccc2c1=O)c1cc2ccccc2o1 | -6.7% | 3.8% | 167.6% | -12.3% | -25.1% | 1.6% | 0.5% | 14.6% | -16.7% |
| Cc1nc(-c2ccc(S(=O)(=O)Nc3ccc(Br)cc3F)cc2)co1 | -3.3% | 0.0% | -3.1% | 0.0% | -23.2% | -27.0% | -2.7% | 2.8% | 10.9% |
| O=C(Nc1ccc(S(=O)(=O)N2CCCCC2)cc1)c1ccc(=O)[nH]c1 | -5.6% | ? | -10.6% | -6.5% | -12.2% | -12.6% | -2.7% | ? | -2.5% |
| Cc1cccc(S(=O)(=O)NC(=O)C2(C)CCN2C(=O)CCc2ccccc2)c1 (stereo not drawn) | ? | 1.4% | nt | 16.2% | 26.0% | 3.1% | 0.9% | 3.7% | 17.9% |
| CC1=NN(C(=O)c2cccnc2)C(O)(C(F)(F)F)C1 (stereo not drawn) | ? | 17.6% | 22.9% | ? | ? | ? | 4.4% | 14.5% | -7.6%[0.397 µM] |
| COc1cc(NS(=O)(=O)c2ccc(C)cc2)c2ncccc2c1 | ? | ? | 3.66µM* | -29.8% | ? | ? | 14.0% | 9.2µM* | 11.2µM* |
| CCC1CCCCN1CCCNC(=O)c1ccc(/C=C2/Sc3ccccc3NC2=O)cc1 (stereo not drawn) | -0.8% | -3.7% | ? | ? | 18.9% | 1.9% | -4.5% | -0.1% | 2.9% |
| CCOC(=O)c1sc(C)c2c(=O)n(CCc3ccccc3)nnc12 | 23.4% | 1.4% | -5.1% | 22.0% | 9.4% | 3.0% | -13.5% | 11.5% | -3.3% |
| O=C(COC(=O)/C=C/c1cnc2ccccc2n1)NCC(F)(F)F | 2.3% | 19.3% | -5.4% | 2.6% | 14.3% | -6.7% | -1.8% | 3.9% | 8.0% |
| CC1=C(c2ccc(C)cc2)S(=O)(=O)N(Cc2ccc(C(=O)Nc3ccc(C)c(F)c3)cc2)C1=O | nt | 4.3% | nt | nt | -3.4% | -5.3% | nt | 1.1% | 0.2% |
| COc1ccc(-c2nc3n(n2)C(c2ccncc2)C(C(N)=O)=C(C)N3)cc1 (stereo not drawn) | -9.2% | -8.5% | -12.0% | -9.1% | -3.1% | -3.0% | 0.9% | -3.9% | -3.0% |

Printed as active in SW480 rerep (from the list above):
SMILES | SW480 rerep | GLP-1R agonist
COc1cc(NS(=O)(=O)c2ccc(C)cc2)c2ncccc2c1 | 3.66µM* | 14.0%
